Source: PubChem
Polio RdRp inh = inhibitors of poliovirus RNA polymerase binding and polymerization; P03300; poliovirus polymerase elongation, fluorescence polarization; active compounds read low; % elongation, % (compound at 16.7 µg/mL); 150,000 tested, 0.66% active; in the data active means % elongation below about 90%; further: some results filed as inactive read as strong as hits
Target sequence (P03300 1749-2209 limits assumed): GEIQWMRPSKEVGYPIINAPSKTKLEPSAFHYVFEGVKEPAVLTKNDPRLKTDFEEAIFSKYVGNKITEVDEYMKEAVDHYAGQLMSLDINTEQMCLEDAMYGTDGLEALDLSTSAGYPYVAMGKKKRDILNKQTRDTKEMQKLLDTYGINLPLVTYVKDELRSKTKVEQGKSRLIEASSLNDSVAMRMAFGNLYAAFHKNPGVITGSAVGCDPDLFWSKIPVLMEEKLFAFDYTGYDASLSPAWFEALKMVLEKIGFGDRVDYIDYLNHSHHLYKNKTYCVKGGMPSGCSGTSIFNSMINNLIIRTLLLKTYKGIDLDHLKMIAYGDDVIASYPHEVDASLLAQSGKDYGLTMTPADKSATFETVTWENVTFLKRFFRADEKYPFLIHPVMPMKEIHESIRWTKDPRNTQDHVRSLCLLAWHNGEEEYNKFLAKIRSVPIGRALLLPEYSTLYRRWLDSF
Polio RdRp inh FP z-score = second read-out of Polio RdRp inh, no call of its own (marks repeat the call); z-score; measured here: FP z-score; hits read low
* marks the source's active call; other numbers are inactive results. The list is partial; rates above refer to the full screens.

Results for O=C1CSC2(CCCCC2)N1CCO ?
Polio RdRp inh: 107; Polio RdRp inh FP z-score: 0.4

How did Nn1c(SCCCSc2nnc(-c3ccco3)n2N)nnc1-c1ccco1 do in these assays?
Polio RdRp inh: 94; Polio RdRp inh FP z-score: -0.9

Results for Cc1nnc(SCCC(=O)Nc2ccc(Cl)cc2)o1 ?
Polio RdRp inh: 102; Polio RdRp inh FP z-score: 0

Results for CSc1ncccc1C(=O)NCCOc1ccccc1 ?
Polio RdRp inh: 103; Polio RdRp inh FP z-score: 0.2

What do the screens show for `CCOc1ccc(CNC(=O)c2cc(C)[nH]n2)cc1OC`?
Polio RdRp inh: 102; Polio RdRp inh FP z-score: 0

What do the screens show for `CCCNC(=O)C1CCN(C(=O)c2ccc(C(C)(C)C)cc2)CC1`?
Polio RdRp inh: 108; Polio RdRp inh FP z-score: 0.6

What do the screens show for `Cc1[nH]c2ccccc2c(=O)c1CN1CCCCC1`?
Polio RdRp inh: 103; Polio RdRp inh FP z-score: 0.2

Results for NC(=O)CCNC(=O)c1ccc(Cl)cc1 ?
Polio RdRp inh: 101; Polio RdRp inh FP z-score: 0.4

Results for NC(=O)c1ccccc1NC(=O)C1COc2ccccc2O1 (stereo not given) ?
Polio RdRp inh: 104; Polio RdRp inh FP z-score: 0.1

What do the screens show for `COc1ccc(CNC(=O)c2ccc3c(c2)nc2n3CCOC2)c(OC)c1`?
Polio RdRp inh: 107; Polio RdRp inh FP z-score: -0.4

How did O=C(Nc1cnn(Cc2ccc(F)cc2)c1)c1cnccn1 do in these assays?
Polio RdRp inh: 102; Polio RdRp inh FP z-score: 0.2

What do the screens show for `O=C(COC(=O)c1ccc(N2CCCC2=O)cc1)c1ccc2c(c1)OCCO2`?
Polio RdRp inh: 108; Polio RdRp inh FP z-score: 0.6

Results for CCOC(=O)c1ccc(NC(=O)c2c(C)oc3nc(C)nc(N4CCCC4)c23)cc1 ?
Polio RdRp inh: 108; Polio RdRp inh FP z-score: 0.1

What do the screens show for `Cc1ccccc1NC(=O)c1sc2nc3n(c(=O)c2c1C)N=C(c1ccccc1)CS3`?
Polio RdRp inh: 105; Polio RdRp inh FP z-score: -0.2

How did O=C(CN1C(=O)c2ccccc2C1=O)OCCCn1c(=O)[nH]c2ccccc21 do in these assays?
Polio RdRp inh: 101; Polio RdRp inh FP z-score: -0.3

Results for CN(C)C(=O)Nc1ccc(C(C)(C)C)cc1 ?
Polio RdRp inh: 102; Polio RdRp inh FP z-score: 0.2

Results for O=c1[nH]c2ccc(NCc3ccccc3C(F)(F)F)cc2[nH]1 ?
Polio RdRp inh: 100; Polio RdRp inh FP z-score: -0.9

What do the screens show for `CCCCC(=O)Cc1ccco1`?
Polio RdRp inh: 106; Polio RdRp inh FP z-score: 1.4

Results for NC(=O)NCCC1=CCCCC1 ?
Polio RdRp inh: 106; Polio RdRp inh FP z-score: 0.3

What do the screens show for `Cc1ccc(CN2c3ccccc3-c3nc(SCC(=O)NCc4ccccc4)ncc3S2(=O)=O)cc1`?
Polio RdRp inh: 105; Polio RdRp inh FP z-score: -0.1

The last 2 records of the section above come first, to join the parts.
Results for NC(=O)NCCC1=CCCCC1 ?
Polio RdRp inh: 106; Polio RdRp inh FP z-score: 0.3

What do the screens show for `Cc1ccc(CN2c3ccccc3-c3nc(SCC(=O)NCc4ccccc4)ncc3S2(=O)=O)cc1`?
Polio RdRp inh: 105; Polio RdRp inh FP z-score: -0.1

What do the screens show for `Cc1ccc(NC(=O)N2C(=O)C3(OCCO3)c3ccccc32)cc1`?
Polio RdRp inh: 101; Polio RdRp inh FP z-score: -0.5

What do the screens show for `O=C(NCCSc1ncc(-c2ccccc2)[nH]1)c1ccco1`?
Polio RdRp inh: 101; Polio RdRp inh FP z-score: -0.5

How did CC(C)(C)C1CCC(C(=O)OCC(=O)Nc2ccc3[nH]c(=O)[nH]c3c2)CC1 (stereo not given) do in these assays?
Polio RdRp inh: 103; Polio RdRp inh FP z-score: 0

What do the screens show for `Cc1cc(SCC(=O)Nc2ccc(F)cc2F)nc(=O)[nH]1`?
Polio RdRp inh: 110; Polio RdRp inh FP z-score: 0.7

What do the screens show for `CCc1ccc(C2C(C(=O)Nc3ccccc3)=C(C)Nc3c(C(=O)Nc4ccc(C)cc4)cnn32)cc1` (stereo not given)?
Polio RdRp inh: 103; Polio RdRp inh FP z-score: -0.1

Results for COc1ccc(CNC(=O)CN2C(=O)COc3ccccc32)c(OC)c1 ?
Polio RdRp inh: 116; Polio RdRp inh FP z-score: 1.5

How did COC(=O)c1ccccc1NC(=O)c1ccc2c(=O)n3c(nc2c1)CCCCC3 do in these assays?
Polio RdRp inh: 104; Polio RdRp inh FP z-score: -1.2

How did COC(=O)c1c(C)[nH]c(C(=O)C(C)N(C)Cc2ccccc2OC)c1C (stereo not given) do in these assays?
Polio RdRp inh: 102; Polio RdRp inh FP z-score: -0.3

How did CCC(NC(C)C)C(O)c1ccc(O)c(O)c1 (stereo not given) do in these assays?
Polio RdRp inh: 100; Polio RdRp inh FP z-score: 0.1

How did O=c1c2cnn(-c3ccccc3)c2ncn1C/C=C/c1ccccc1 do in these assays?
Polio RdRp inh: 103; Polio RdRp inh FP z-score: 0.1

Results for O=C(N/N=C/c1ccsc1)c1c[nH]c2ccccc12 ?
Polio RdRp inh: 98; Polio RdRp inh FP z-score: -0.4

What do the screens show for `CC1=C(C(=O)OC(C)C)C(C2CC=CCC2)NC(=O)N1` (stereo not given)?
Polio RdRp inh: 105; Polio RdRp inh FP z-score: 0.2

Results for CCOC(=O)c1cc(S(=O)(=O)C(C)C)c(SC)s1 ?
Polio RdRp inh: 103; Polio RdRp inh FP z-score: 0.2

Results for CCc1nnc2sc(-c3ccc(Cl)cc3)nn12 ?
Polio RdRp inh: 100; Polio RdRp inh FP z-score: -1.2

What do the screens show for `CCCNC(=O)c1ccc(-c2nc(CS(=O)(=O)c3ccccc3)c(C)o2)cc1`?
Polio RdRp inh: 102; Polio RdRp inh FP z-score: -0.4

Results for COc1ccc(NC(=O)N(Cc2ccccc2)C(=O)CC#N)cc1 ?
Polio RdRp inh: 109; Polio RdRp inh FP z-score: 1

What do the screens show for `CCc1ccc(C2c3c(-c4ccccc4O)n[nH]c3C(=O)N2Cc2cccnc2)cc1` (stereo not given)?
Polio RdRp inh: 107; Polio RdRp inh FP z-score: 0.1

What do the screens show for `O=C1CC(c2cccc(O)c2)c2c(nc(SCc3ccccc3F)[nH]c2=O)N1` (stereo not given)?
Polio RdRp inh: 107; Polio RdRp inh FP z-score: 0

Results for CC(=O)N1CCC(C(=O)O)(c2ccccc2)CC1 ?
Polio RdRp inh: 103; Polio RdRp inh FP z-score: 0.2

Results for Cc1ccc(-n2nc(CO)c(C(=O)NCCCCc3ccccc3)n2)cc1C ?
Polio RdRp inh: 108; Polio RdRp inh FP z-score: 0.2

What do the screens show for `Cc1ccc(C)c(SCC(=O)N(C)C)c1`?
Polio RdRp inh: 105; Polio RdRp inh FP z-score: 0.2

What do the screens show for `CCc1cccc(NS(=O)(=O)c2c(C)[nH]c(=O)[nH]c2=O)c1`?
Polio RdRp inh: 107; Polio RdRp inh FP z-score: 0.1

How did COc1ccc(OC)c(NC(=O)c2oc3c(c2C)-c2nn(Cc4ccc(Cl)cc4)cc2CC3)c1 do in these assays?
Polio RdRp inh: 111; Polio RdRp inh FP z-score: 0.7

How did CC1CCCC(NCCN2CCOCC2)C1 (stereo not given) do in these assays?
Polio RdRp inh: 99; Polio RdRp inh FP z-score: -0.8

How did CCN(CC)C(=O)c1c(-c2ccccc2)c(-c2ccccc2)nn(CC)c1=O do in these assays?
Polio RdRp inh: 107; Polio RdRp inh FP z-score: 0.4

How did OCc1ccccc1CNCc1ccccc1 do in these assays?
Polio RdRp inh: 107; Polio RdRp inh FP z-score: 0.4

Results for Cc1ccccc1NC(=S)N1CCCCC1 ?
Polio RdRp inh: 101; Polio RdRp inh FP z-score: 0

Results for COC(=O)C(Cc1c[nH]c2ccccc12)NC(=O)C12CC3CCC1CC(C3)C2 (stereo not given) ?
Polio RdRp inh: 105; Polio RdRp inh FP z-score: 0

Results for Cc1cccc(NC(=O)C2C3C=CC4(O3)C2C(=O)N(Cc2cccnc2)C4C(=O)NC2CCCC(C)C2C)c1 (stereo not given) ?
Polio RdRp inh: 103; Polio RdRp inh FP z-score: 1.5

Results for CC(C)c1ccc(N2C(=O)CS(=O)(=O)C23C(=O)N(Cc2cccc(F)c2)c2ccccc23)cc1 (stereo not given) ?
Polio RdRp inh: 106; Polio RdRp inh FP z-score: 0

How did CC(=O)Nc1ccccc1-c1ccccc1 do in these assays?
Polio RdRp inh: 102; Polio RdRp inh FP z-score: 0.6

How did CN(CC(=O)Nc1ccccc1F)S(=O)(=O)c1ccc2c(c1)c(=O)n(C)c(=O)n2C do in these assays?
Polio RdRp inh: 100; Polio RdRp inh FP z-score: -0.4

What do the screens show for `Cc1ccc(Cn2nc(C)c(C(=O)N=c3sccn3C)c2Cl)cc1`?
Polio RdRp inh: 107; Polio RdRp inh FP z-score: 0.4

What do the screens show for `COc1ccc(Br)cc1C(=O)Nc1nc2ccc(F)cc2s1`?
Polio RdRp inh: 107; Polio RdRp inh FP z-score: 0.7

Results for CNC(=O)C12CC3CC(CC(C3)C1)C2 ?
Polio RdRp inh: 102; Polio RdRp inh FP z-score: 0.2

How did Cc1cc(OC(C)C(=O)N(Cc2ccco2)Cc2ccccc2F)cc(C)c1Cl (stereo not given) do in these assays?
Polio RdRp inh: 104; Polio RdRp inh FP z-score: -0.4

How did O=C(Nc1c(C(=O)N2CCN(c3ccccc3F)CC2)oc2ccccc12)c1ccc(Br)o1 do in these assays?
Polio RdRp inh: 103; Polio RdRp inh FP z-score: -1

What do the screens show for `CCOC(=O)c1cccc(NC(=O)CC(c2ccc(F)cc2)N2Cc3ccccc3C2=O)c1` (stereo not given)?
Polio RdRp inh: 113; Polio RdRp inh FP z-score: 1

Results for Cc1ccc(NC(=O)c2nc(S(C)(=O)=O)ncc2N(Cc2ccco2)Cc2ccccc2F)c(C)c1 ?
Polio RdRp inh: 104; Polio RdRp inh FP z-score: -0.5

Results for O=C1Nc2ccccc2C1=Nc1ccc(Br)cc1 ?
Polio RdRp inh: 102; Polio RdRp inh FP z-score: 0.2

In the list so far, four contain two or more sulfur atoms.
How did Nn1c(SCCCSc2nnc(-c3ccco3)n2N)nnc1-c1ccco1 do in these assays?
Polio RdRp inh: 94; Polio RdRp inh FP z-score: -0.9

What do the screens show for `Cc1ccccc1NC(=O)c1sc2nc3n(c(=O)c2c1C)N=C(c1ccccc1)CS3`?
Polio RdRp inh: 105; Polio RdRp inh FP z-score: -0.2

What do the screens show for `Cc1ccc(CN2c3ccccc3-c3nc(SCC(=O)NCc4ccccc4)ncc3S2(=O)=O)cc1`?
Polio RdRp inh: 105; Polio RdRp inh FP z-score: -0.1

Results for CCOC(=O)c1cc(S(=O)(=O)C(C)C)c(SC)s1 ?
Polio RdRp inh: 103; Polio RdRp inh FP z-score: 0.2

The main list resumes, repeating the three entries before the break.
What do the screens show for `CCOC(=O)c1cccc(NC(=O)CC(c2ccc(F)cc2)N2Cc3ccccc3C2=O)c1` (stereo not given)?
Polio RdRp inh: 113; Polio RdRp inh FP z-score: 1

Results for Cc1ccc(NC(=O)c2nc(S(C)(=O)=O)ncc2N(Cc2ccco2)Cc2ccccc2F)c(C)c1 ?
Polio RdRp inh: 104; Polio RdRp inh FP z-score: -0.5

Results for O=C1Nc2ccccc2C1=Nc1ccc(Br)cc1 ?
Polio RdRp inh: 102; Polio RdRp inh FP z-score: 0.2

What do the screens show for `Cc1ccc(C)c(OC(=O)CSc2nnc(-c3cccs3)o2)c1`?
Polio RdRp inh: 105; Polio RdRp inh FP z-score: -0.2

What do the screens show for `Cc1cccc(-n2c(SCc3c(C)noc3C)nc3ccccc32)c1`?
Polio RdRp inh: 110; Polio RdRp inh FP z-score: 0.5

Results for CCc1nc2c(cnn2-c2ccc(F)cc2)c(=O)n1-c1ccc(OC)c(Cl)c1 ?
Polio RdRp inh: 102; Polio RdRp inh FP z-score: -0.7

How did O=C1CN(c2cccc(C(F)(F)F)c2)C(=O)CN1/N=C/c1cccnc1 do in these assays?
Polio RdRp inh: 98; Polio RdRp inh FP z-score: -0.5

Results for O=C1CCCc2cc(S(=O)(=O)NCCC(=O)NC3CCCCC3)ccc2N1 ?
Polio RdRp inh: 101; Polio RdRp inh FP z-score: -0.3

What do the screens show for `CCC(=O)N1CCc2cc(Br)cc(S(=O)(=O)Nc3ccc(C)cc3C)c21`?
Polio RdRp inh: 104; Polio RdRp inh FP z-score: 0

What do the screens show for `C#CC1(O)CCC2C3CCC4=CC(=O)CCC4(C)C3CCC21C` (stereo not given)?
Polio RdRp inh: 100; Polio RdRp inh FP z-score: 0.1

What do the screens show for `CCCCNC(=O)Nc1ccc(S(=O)(=O)Nc2cccc(Cl)c2)cc1`?
Polio RdRp inh: 104; Polio RdRp inh FP z-score: 0.4

What do the screens show for `O=C(c1ccc2c(c1)OCCO2)n1cccn1`?
Polio RdRp inh: 101; Polio RdRp inh FP z-score: 0

How did CSc1nc2c([nH]c3ccccc32)c(=O)n1C do in these assays?
Polio RdRp inh: 98; Polio RdRp inh FP z-score: -1.4

Results for CN(C)NC1CCS(=O)(=O)C1 (stereo not given) ?
Polio RdRp inh: 102; Polio RdRp inh FP z-score: 0.2

Results for COc1ccc(C2Nn3c(C)nnc3SC2C(=O)NCc2ccco2)cc1Cl (stereo not given) ?
Polio RdRp inh: 102; Polio RdRp inh FP z-score: 0.1

What do the screens show for `Cc1ccc(C)c(NC(=O)C2=CCN(S(=O)(=O)c3ccc(F)cc3)CC2)c1`?
Polio RdRp inh: 98; Polio RdRp inh FP z-score: -2.6

Results for O=C(CCc1nc2ccccc2c(=O)[nH]1)N1CCN(c2ccccc2)CC1 ?
Polio RdRp inh: 103; Polio RdRp inh FP z-score: 0

Results for COc1ccc(C(=O)NCc2n[nH]c(=O)c3ccccc23)c(OC)c1 ?
Polio RdRp inh: 106; Polio RdRp inh FP z-score: 0.3

How did Cc1ccc(N2CC(C(=O)NCc3nnnn3-c3ccc(C)c(C)c3)CC2=O)cc1C (stereo not given) do in these assays?
Polio RdRp inh: 110; Polio RdRp inh FP z-score: 0.5

Two successive compounds already listed, quoted:
Results for O=C1CSC2(CCCCC2)N1CCO ?
Polio RdRp inh: 107; Polio RdRp inh FP z-score: 0.4

How did Nn1c(SCCCSc2nnc(-c3ccco3)n2N)nnc1-c1ccco1 do in these assays?
Polio RdRp inh: 94; Polio RdRp inh FP z-score: -0.9
